Cneo AK release – causes C. neoformans cell lysis | adenylate kinase release luminescence, 4 h; normalised: neutral wells 0, clomiphene wells 100 | lysis activity, % at 15 µM | 360,000 compounds, 0.2% hits;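 active = mean lysis activity across replicates of at least 80%, whatever share of replicates individually reach that level; inactive = mean lysis activity below 80%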
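Schedule: static 4 h at 37 °C with compound, 1 h detection; system: C. neoformans cells; benchmarks: Clomiphene as positive control; buffer or medium: fresh YPD medium; measure: luminescence rise reflecting yeast cell lysis; measured by: luminescent adenylate kinase detection reagent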
PGC1a acetyl inh – modulators of PGC1a acetylation | U2OS PGC1a acetylation, AlphaScreen anti-acetyl-lysine; with virally co-expressed GCN5 acetyltransferase | inhibition, % at 15.6 µM | 350,000 compounds, 0.17% hits | AID 651687;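 active = every replicate shows inhibition of at least 40%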;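 also: 0% = neutral control wells and 100% = positive control wells; some results beyond the cut were filed as inactive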
FN deposit inh – fibronectin deposition inhibition | inhibition, % at 12.6 µM | AH1F fibroblasts, Alexa488-fibronectin deposition fluorescence, overnight | 350,000 compounds, 0.086% hits | AID 743247;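 active = mean inhibition across replicates of 30% or more, regardless of how many single replicates reach that level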;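 also: positive control wells lacked labelled fibronectin entirely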
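Assay system: AH1F fibroblasts / Quantity: 10000 cells per well / Medium: DMEM plus 2% serum, read in PBS / Reagent: labelled fibronectin 24 nM / Dosing: single dose, pinned / Times: 1 h cell attachment, overnight exposure to compound and label / Signal: fluorescence, ex 485 nm, em 525 nm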
EWS-Fli block – inhibitors of EWS/Fli oncoprotein transcriptional activity; AID 651661; 350,000 compounds, 0.67% hits; inhibition, % at 12.6 µM; A673 NR0B1-luciferase reporter, viability-normalised;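 active = mean inhibition of at least 50% after viability correction, with every replicate also passing that limit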;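 also: firefly luciferase signal divided by Alamar Blue viability fluorescence both relative to DMSO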
LGR2 antag – inhibitors of bursicon-induced Drosophila LGR2 receptor cAMP signaling | 380,000 compounds, 0.35% hits | HEK293 LGR2, CRE-luciferase, bursicon-stimulated, 4 h | AID 720647 | inhibition, % at 9.99 µM;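 active = drop in luminescence signal, shown as inhibition above about 50% in the replicate tests, limit read from the data, passing the limit was not always enough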;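 also: agonist challenge used bursicon conditioned medium at about half maximal strength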
CASP6 VEID inh – caspase-6 (human) enzyme inhibition. AID 686996. P55212. 350,000 compounds, 0.53% hits. inhibition, % at 12.5 µM. purified caspase-6, Z-VEID-R110 cleavage fluorescence;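 active = mean inhibition across replicates at least about 35%, with every replicate also reaching that limit, limit read from the data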;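 also: 0% = median of neutral control wells and 100% = no fluorescence left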
Target sequence (P55212 24-179 limits assumed): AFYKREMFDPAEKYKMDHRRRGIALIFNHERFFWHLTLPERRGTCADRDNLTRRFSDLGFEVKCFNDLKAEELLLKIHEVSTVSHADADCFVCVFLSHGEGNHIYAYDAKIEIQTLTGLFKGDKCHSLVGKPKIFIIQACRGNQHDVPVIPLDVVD
Target sequence (P55212 194-293 limits assumed): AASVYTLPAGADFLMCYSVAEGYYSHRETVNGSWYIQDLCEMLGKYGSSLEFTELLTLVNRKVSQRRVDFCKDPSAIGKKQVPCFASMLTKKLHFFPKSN
PAX8 reporter – inhibitors of PAX8 transcriptional activity in RMG-I cells; RMG-I TPO-luciferase reporter, SteadyGlo, 24 h; inhibition, % at 12.6 µM; 360,000 compounds, 1.2% hits; AID 652154;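 active = mean replicate inhibition at least 60% with every replicate also reaching 60%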;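 also: luciferase light reporting Pax8 driven TPO promoter activity; plate controls were median of neutral control wells for no effect and mitoxantrone controls for full effect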
miR122 inh – inhibitors of miR-122 in Huh7 cells. Huh7 miR-122 Renilla luciferase sensor, 48 h; neutral wells = 0, positive control = 100. activation (reporter increase), % at 12.5 µM. 340,000 compounds, 0.3% hits;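 active = mean replicate activation score at least 90 and every replicate individually at or above 90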;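 also: higher luciferase means less miR-122 activity so hits act as miR-122 inhibitors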
Numbers without * were called inactive; / = no result given; [ ] = remark or other dose. Random draw from the library; about 2.5% have a hit in one of these screens.

Start of the data: the first 2 entries, ahead of the listing:
SMILES	Cneo AK release	PGC1a acetyl inh	FN deposit inh	EWS-Fli block	LGR2 antag	CASP6 VEID inh	PAX8 reporter	miR122 inh
COc1ccc(C#Cc2ccc3c(c2)O[C@@H](CN(C)C)[C@H](C)CN([C@@H](C)CO)S3(=O)=O)cc1	-0.2	9.8	8.3	6.6	10.0	-1.3	/	0.3[16.7 µM]
CCC(Oc1ccccc1)C(=O)Nc1nnc(C)s1 (centres undefined)	-1.0	/	-2.4	/	/	/	2.9	3.0

Results, from the first entry:
SMILES	Cneo AK release	PGC1a acetyl inh	FN deposit inh	EWS-Fli block	LGR2 antag	CASP6 VEID inh	PAX8 reporter	miR122 inh
COc1ccc(C#Cc2ccc3c(c2)O[C@@H](CN(C)C)[C@H](C)CN([C@@H](C)CO)S3(=O)=O)cc1	-0.2	9.8	8.3	6.6	10.0	-1.3	/	0.3[16.7 µM]
CCC(Oc1ccccc1)C(=O)Nc1nnc(C)s1 (centres undefined)	-1.0	/	-2.4	/	/	/	2.9	3.0
CC(=O)c1c(C)[nH]c(C(=O)Nc2ccc(Cl)cc2)c1C	-1.4	-11.5	-1.8	-123.4	-55.6	4.1	-184.9	9.9
C[C@@H]1CCCCO[C@@H](CN(C)C(=O)C2CCCCC2)[C@H](C)CN([C@H](C)CO)C(=O)c2cc(NS(=O)(=O)c3ccc(F)cc3)ccc2O1	0.4	-9.3	-8.2	-2.5	3.8	0.0	39.1	-8.4[16.7 µM]
Cc1cc(C(=O)N(C)Cc2c(F)cccc2Cl)c2ccccc2n1	-0.8	/	-8.3	24.6	-5.4	3.3	20.5	/
NCC[C@H]1CC[C@@H](NS(=O)(=O)c2ccc(Cl)cc2)[C@H](CO)O1	-1.1	2.5	-13.1	10.5	-8.2	1.7	1.7	/
COc1ccc(NC(=O)N2CC(=O)N3[C@H](CO)[C@H](c4ccc(/C=C/c5ccccc5)cc4)[C@@H]3C2)cc1	/	-12.8	/	-7.7	10.0	/	0.6	/
COc1ccc(OC)c(NC(=O)COC(=O)CNC(=O)c2ccc(OC)c(OC)c2)c1	1.0	-6.9	/	/	/	/	-31.3	-17.9
O=C(NCc1ccc(Cl)cc1)c1cnn2ccccc12	0.8	3.1	1.6	-83.4	-55.7	2.5	-254.9	-0.3
CC(C)OCCCNC(=O)C(=O)NCCCOC(C)C	-0.3	0.2	11.1	/	/	/	4.8	-12.6
Fc1ccc(Nc2cccc3nccnc23)cc1	0.9	11.9	2.8	/	-45.3	/	-43.5	-2.7
O=C(O)COc1ccccc1/C=N/NC(=O)Cc1ccccc1	0.5	/	-0.8	11.8	1.5	0.7	-0.3	-2.6
CC(=O)Nc1ccc(-c2ccnc3c2CC(C(=O)NCc2ccccc2)O3)cc1 (centres undefined)	-0.2	-52.3	-10.8	50.5*	-28.3	5.4	91.7*	27.6
CCOC(=O)C1=C(C)N=c2s/c(=C\c3cccc(OCC(=O)O)c3)c(=O)n2C1c1ccccc1 (centres undefined)	-1.1	/	-2.9	4.3	-4.0	5.1	16.9	/
C[C@H](CO)N1C[C@H](C)[C@H](CN(C)C(=O)Nc2cccc3ccccc23)Oc2c(NC(=O)c3ccncc3)cccc2C1=O	-0.6	-9.0	/	7.9	8.8	-0.4	25.0	4.8[16.7 µM]
O=C(COC(=O)CNC(=O)c1ccc(Br)cc1)NCCC1=CCCCC1	/	/	-5.8	6.3	9.2	-1.3	-3.4	/
CCCNC(=O)N(C)C[C@H]1Oc2ncc(C#CC3CC3)cc2C(=O)N([C@@H](C)CO)C[C@H]1C	-8.2	10.0	/	-7.8	-10.6	-0.7	/	-3.7[16.7 µM]
CCc1ccc(/C=N/NC(=O)C(=O)NCCCN2CCOCC2)cc1	3.5	/	-6.8	6.4	-3.1	-1.9	-10.4	4.8
CCc1ccc(OCC(=O)NNC(=O)CNC(=O)c2ccc(Br)o2)cc1	-3.6	-4.4	-2.9	0.5	9.2	-0.9	-26.3	-9.1
CO[C@@H]1CN(C)C(=O)c2cc(NS(=O)(=O)c3ccc(C)cc3)ccc2OC[C@H](C)N(C(=O)NC(C)C)C[C@H]1C	-4.2	7.1	-4.7	-1.4	-8.2	/	/	/
Cc1cccc(-n2nc(C)cc2N)c1	-5.1	-2.4	-0.5	/	-18.8	/	/	-3.0
Cc1ccc(-c2ccc([C@@H]3[C@@H]4CN(Cc5ccccc5F)C[C@H]3N4)cc2)cc1	/	29.2	20.1	-11.7	2.9	/	89.4*	/
Cc1cccc(NC(=O)Nc2ccc3c(c2)C(=O)N(C)[C@@H]2CC[C@H](CC(=O)NCc4ccccc4Cl)O[C@H]2CO3)c1	/	-3.3	2.8	-4.7	-2.9	/	13.0	-38.3[16.7 µM]
COc1cccc(O[C@@H]2O[C@@H]3COC(C)(C)O[C@H]3[C@H](O)[C@H]2NC(C)=O)c1	2.6	-1.1	-3.7	/	/	/	-1.9	14.3
C/C(=N\N1CCN(C)CC1)c1ccc(OC(F)F)cc1	/	9.5	-4.1	-9.0	-13.9	-0.2	15.2	/
C[C@H]1CCCCO[C@H](CN(C)Cc2ccc(C(=O)O)cc2)[C@@H](C)CN([C@@H](C)CO)C(=O)c2cc(NS(=O)(=O)c3cccs3)ccc2O1	0.3	1.4	/	-0.1	-5.5	-0.6	-5.9	0.4[16.7 µM]
CCN(Cc1ccccc1)S(=O)(=O)c1ccc(C(=O)Nc2nnc(C)o2)cc1	-4.1	/	-3.3	/	5.6	0.2	3.6	4.1
O=c1cc(N2CCN(c3ccccc3)CC2)[nH]c(=O)n1Cc1ccc(F)cc1	-0.8	-1.0	1.5	-2.2	0.4	0.7	-13.2	-6.2
COc1ccc(CNC(=O)C/C(C)=N/NC(=O)c2ccc([N+](=O)[O-])cc2Cl)cc1	2.9	2.4	2.1	-10.4	-4.6	0.0	-21.8	1.4
C[C@H](NC(=O)c1nc[nH]c1C(=O)NCC(=O)OC(C)(C)C)c1ccccc1	3.1	/	4.7	1.9	32.0	-1.1	-2.4	-13.0
O=C(CSc1ccccn1)NC1CCCc2c1cnn2-c1ccccc1F (centres undefined)	0.1	2.3	-10.4	7.0	16.9	0.1	29.8	11.3
O=C(C[C@@H]1CC[C@@H]2[C@H](COC[C@H](O)CN2Cc2ccccc2F)O1)NCc1ccccc1F	-1.0	-2.1	2.2	-49.6	-2.3	-0.1	-70.5	-5.0[16.7 µM]
Cc1cc(=O)oc(C)c1C(=O)NCc1ccccc1	-0.4	-14.9	8.2	/	/	/	0.1	-4.4
O=C(Nc1cccc(C(=O)O)c1)/C(=C/c1cccc([N+](=O)[O-])c1)NC(=O)c1cccc(Br)c1	/	/	6.0	0.0	-5.1	7.8	18.6	/
COc1ccc2[nH]cc(C(=O)CN3CCC(C)CC3)c2c1	-1.2	1.9	14.6	/	/	/	/	3.9
C[C@@H]1COC(=O)[C@H](CC(=O)OC(C)(C)C)C/C=C\C[C@@H](CC(=O)N(CCO)Cc2ccccc2)C(=O)N1	0.6	/	10.2	-0.3	6.6	0.9	-7.5	1.0
COc1ccccc1CN1[C@@H](CO)[C@@H]2c3ccccc3N(C(=O)c3cccnc3)C[C@@H]21	6.2	6.9	-6.3	3.9	-0.1	11.3	17.2	7.1[16.7 µM]
CC1CCN(C(=O)C(C)NCc2ccc(F)cc2)CC1 (centres undefined)	-1.6	/	-1.0	-12.9	-2.2	-1.9	-20.5	-3.5
CCCCCCCC(=O)NC1=NC(=O)C(C)(C)S1	0.2	-11.1	-7.0	1.8	2.7	1.5	6.7	-5.1
COc1cc(/C=N/NC(=O)c2ccncc2)ccc1OCc1cnc(Cl)s1	-0.9	-8.3	-1.1	-59.3	-21.9	0.3	-42.6	0.5
CCN(CC(=O)Nc1ccc(NC(C)=O)cc1)C(=O)CSc1nnc(-c2ccco2)n1CC	-6.3	/	/	0.8	12.9	-0.5	15.5	2.4
CCC(=O)N1C[C@H]2[C@@H](c3ccccc31)[C@H](CO)N2Cc1cc(F)ccc1F	-5.1	-6.2	/	0.4	-14.7	-1.6	11.1	-36.5[16.7 µM]
CCOC(=O)[C@]12CCCC=C1N(Cc1cccc3ccccc13)C(=O)[C@H](CC(=O)NCc1ccccc1)C2	/	/	-4.8	7.1	37.7	0.9	-9.1	/
NC(=O)COc1ccc(NC(=O)CC23CC4CC(CC(C4)C2)C3)cc1	-5.8	-2.9	-1.4	4.8	3.9	-3.2	-7.8	-3.2
Cn1nnnc1SCc1nc2scc(-c3ccccc3)c2c(=O)[nH]1	-1.2	2.6	-10.1	-7.2	10.0	3.9	-0.2	-10.8
CCCn1c(SCC(=O)N2CCN(C(C)=O)CC2)nc2sc3c(c2c1=O)CCC3	-0.4	/	8.5	-10.3	-38.2	4.8	-3.7	/
CC(Oc1ccc2c(c1)oc(=O)c1ccccc12)C(=O)NCCN1CCOCC1 (centres undefined)	-0.3	-7.3	6.1	/	5.6	-0.6	-13.2	-2.3
CO[C@@H]1CN(C)C(=O)c2cc(NC(=O)NC3CCCC3)ccc2OC[C@H](C)N(CC2CC2)C[C@@H]1C	/	-7.9	-6.9	/	3.1	3.4	0.4	/

A few values from the results shown.
Under LGR2 antag, COc1cc(/C=N/NC(=O)c2ccncc2)ccc1OCc1cnc(Cl)s1 shows -21.9
Under FN deposit inh, NC(=O)COc1ccc(NC(=O)CC23CC4CC(CC(C4)C2)C3)cc1 shows -1.4
Under LGR2 antag, CO[C@@H]1CN(C)C(=O)c2cc(NC(=O)NC3CCCC3)ccc2OC[C@H](C)N(CC2CC2)C[C@@H]1C shows 3.1

Following part:
SMILES	Cneo AK release	PGC1a acetyl inh	FN deposit inh	EWS-Fli block	LGR2 antag	CASP6 VEID inh	PAX8 reporter	miR122 inh
Cc1ccc(S(=O)(=O)c2nc(C)oc2N2CCOCC2)cc1	0.4	7.2	-18.6	-5.8	12.1	0.0	19.6	-1.7
CCCCNC(=O)C[C@@H]1C[C@@]2(C(=O)OC)CCCCC=C2N(Cc2ccco2)C1=O	/	/	-11.4	7.2	/	1.4	7.1	/
COc1cccc(C#Cc2cnc3c(c2)C(=O)N([C@H](C)CO)C[C@@H](C)[C@H](CN(C)C(=O)C2CCCCC2)O3)c1	5.3	-24.5	/	46.2	-1.6	0.2	49.1	-5.7[16.7 µM]
CC1=C(C(=O)N(C)C)CC(CC(=O)NC2CCCC2)C(=O)N1Cc1ccccc1 (centres undefined)	/	1.6	-7.4	-10.5	-13.3	0.5	-2.0	2.6
COc1cc2ccc(C(C)=O)cc2cc1OC	0.0	4.7	9.1	-6.5	-6.9	4.8	29.2	-3.9
C[C@@H]1CN([C@H](C)CO)C(=O)Cc2cc(NC(=O)Cn3cnnn3)ccc2O[C@@H]1CN(C)S(C)(=O)=O	-2.9	4.0	/	-7.4	12.2	/	6.1	3.6[16.7 µM]
CC(/C=N/NC(=O)Cn1nnc(N)n1)=C\c1ccc(C(C)C)cc1	4.5	0.9	-5.2	-1.1	-1.1	-0.3	-18.7	1.2
COc1cccc(C(O)c2nc(-c3cccc(F)c3)cs2)c1 (centres undefined)	0.2	/	14.8	-9.6	-2.8	3.0	-11.3	-2.4
COC(=O)c1ccc(C)c(NS(=O)(=O)c2cn(C)nc2C)c1	3.5	/	-0.1	-3.7	7.0	-1.3	0.0	2.6
COc1ccc(C2CC(=O)c3c(C)nc(N4CCN(c5ccccc5)CC4)nc3C2)cc1 (centres undefined)	1.6	1.4	8.9	/	/	/	-2.8	1.1
COCC(=O)N(C)C[C@@H]1Oc2cc(C#CCN(C)C)ccc2S(=O)(=O)N([C@H](C)CO)C[C@H]1C	-4.2	0.6	-2.5	-19.3	5.1	-3.1	/	-2.4[16.7 µM]
O=S(=O)(Cc1ccccc1)N1CCCCCC1	-1.5	-3.4	-22.2	/	6.6	/	/	-2.2
